Compound activity from PubChem.
A3G deaminase: inhibitors of human APOBEC3G DNA deaminase; recombinant A3G, ssDNA deamination FAM/TAMRA fluorescence; inhibition, % at 20 µM; 330,000 tested, 0.28% active; AID 493012;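 active means inhibition of at least 40% at 20 µM, with no more than 30% in the related APOBEC3A deaminase screen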;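 further: plate controls were DMSO wells with A3G for no effect and wells lacking A3G enzyme for full effect; some compounds called inactive have numbers as strong as hits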
CCR6 antag: blocks CCL20-driven beta-arrestin recruitment at human CCR6; P51684; CHO-K1 CCR6 PathHunter beta-arrestin, luminescence, CCL20-stimulated; inhibition, % at 20 µM; 340,000 tested, 0.49% active; AID 493098;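 active means compounds whose inhibition of the agonist-driven luminescence signal at 20 µM reaches about 50%, limit read from the data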;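 further: cells stimulated with CCL20 at 14 nM final; plate controls were DMSO with CCL20 for no effect and DMSO without agonist for full effect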
Target sequence (P51684 whole entry, looked up): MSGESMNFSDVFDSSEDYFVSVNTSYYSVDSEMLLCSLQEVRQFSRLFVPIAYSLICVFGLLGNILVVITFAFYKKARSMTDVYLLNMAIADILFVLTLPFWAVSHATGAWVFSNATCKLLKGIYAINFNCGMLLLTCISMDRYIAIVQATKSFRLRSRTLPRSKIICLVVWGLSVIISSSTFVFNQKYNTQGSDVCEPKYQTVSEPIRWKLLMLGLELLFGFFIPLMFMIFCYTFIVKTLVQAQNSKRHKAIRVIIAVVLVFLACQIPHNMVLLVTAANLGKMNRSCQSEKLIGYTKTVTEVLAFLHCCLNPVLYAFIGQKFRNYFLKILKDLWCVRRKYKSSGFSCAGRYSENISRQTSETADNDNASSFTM
A3A deaminase: blocks human APOBEC3A ssDNA deamination; inhibition, % at 20 µM; P31941; recombinant A3A, FAM/TAMRA ssDNA deamination fluorescence; AID 493011; 330,000 tested, 0.41% active;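 active means at least 40% inhibition at 20 µM here, with at most 30% in a related deaminase screen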;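 further: plate controls were A3A with DMSO for no effect and wells lacking A3A enzyme for full effect; some results filed as inactive read as strong as hits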
Target sequence (P31941 whole entry, looked up): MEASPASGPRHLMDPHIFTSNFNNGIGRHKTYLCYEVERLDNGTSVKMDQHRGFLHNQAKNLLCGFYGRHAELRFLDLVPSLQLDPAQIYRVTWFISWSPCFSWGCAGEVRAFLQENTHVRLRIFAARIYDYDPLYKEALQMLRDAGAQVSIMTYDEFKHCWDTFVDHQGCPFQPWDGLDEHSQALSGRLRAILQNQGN
MPTP block: inhibitors of mitochondrial permeability transition pore; isolated mouse mitochondria, Ca2+ swelling absorbance, 30 min; inhibition, % at 10 µM; 360,000 tested, 1.4% active; AID 602449;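 active means inhibition of 50% or more, scaled per plate between neutral and stimulator controls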;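 further: 0% = DMSO wells given calcium and 100% = 1 mM EGTA wells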
EBI2 block: antagonists of human EBI2 receptor; P32249; EBI2 beta-arrestin recruitment, luminescence, 7a,25-OHC stimulated; inhibition, % at 5 µM; 360,000 tested, 0.81% active; AID 651636; in the data active means inhibition above about 38%;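 further: enzyme fragment complementation signal reports receptor beta-arrestin coupling in cells; 0% = agonist plus DMSO wells and 100% = wells without agonist; some results beyond the cut were filed as inactive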
Gli-Sufu block: Gli-Sufu pathway antagonism | 340,000 tested, 0.74% active | inhibition, % at 5 µM | Sufu-KO-LIGHT fibroblasts, Gli luciferase reporter luminescence;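 active means inhibition above about 55%, limit read from the data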;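 further: 0% = DMSO-treated cells and 100% = wells with medium but no cells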
CXCR6 block: blocks human CXCR6 beta-arrestin recruitment; inhibition, % at 20 µM; CHO-K1 PathHunter CXCR6 beta-arrestin, luminescence; 360,000 tested, 0.36% active; in the data active means inhibition above about 34%, passing the limit was not always enough;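 further: antagonist mode with CXCL16 agonist at 10 nM final; 0% = 10 nM CXCL16 with DMSO and 100% = unstimulated wells without agonist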
Target sequence (O00574 whole entry, looked up): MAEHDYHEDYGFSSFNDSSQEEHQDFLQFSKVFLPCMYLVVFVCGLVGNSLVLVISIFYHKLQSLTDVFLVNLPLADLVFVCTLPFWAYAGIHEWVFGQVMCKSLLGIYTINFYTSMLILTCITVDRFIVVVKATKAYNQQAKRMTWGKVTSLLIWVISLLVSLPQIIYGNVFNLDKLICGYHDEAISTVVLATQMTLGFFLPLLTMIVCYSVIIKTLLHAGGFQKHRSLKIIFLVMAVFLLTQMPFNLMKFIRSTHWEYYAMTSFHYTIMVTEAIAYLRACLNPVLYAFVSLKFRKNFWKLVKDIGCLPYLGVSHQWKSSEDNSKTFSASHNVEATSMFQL
NR3A LBD binder: modulates the human NR3A ligand-binding domain; NR3A LBD differential scanning fluorimetry, Tm shift; 0% = protein alone, 100% = glycine-bound protein; Tm shift relative to glycine control, % at 25 µM; AID 1259313; 340,000 tested, 2.5% active;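 active means melting temperature shift of at least 10% of the positive control shift, at one fixed dose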
The depositor's hits bear a star; · = no result given.

SMILES	A3G deaminase	CCR6 antag	A3A deaminase	MPTP block	EBI2 block	Gli-Sufu block	CXCR6 block	NR3A LBD binder
CC(CCc1ccco1)N(C)S(=O)(=O)c1csc(C(N)=O)c1 (centres undefined)	-5	-6	-4	-1.3	5	16	5	-3
COc1cccc(N2CCN(C(=O)c3cccnc3)CC2)c1	-3	-1	7	-0.8	3	23	-5	-1
Cc1ccc(OCC(=O)N/N=C/c2ccco2)cc1	1	9	3	-0.5	11	6	-1	·
CC1(C)Cc2c(c(-c3ccccc3)nc(N3CCCC3)c2C(N)=O)CO1	-1	16	-1	0.7	-1	3	-6	0
COc1ccc(C(=O)Nc2nc3ccccc3s2)cc1OC	-1	-7	4	0.3	5	-103	-1	-9
Cc1ccc(S(=O)(=O)c2ccsc2NC(=O)c2ccccc2)cc1	·	5	·	0.6	3	0	-1	-18
O=C(c1ccc(S(=O)(=O)Nc2cccc(C(F)(F)F)c2)cc1)N1CCOCC1	1	-11	1	-1.8	-2	13	-16	4
Cc1cc(NC(=O)COC(=O)C2CC2)ccc1Br	-3	9	-1	-1.1	-4	40	5	-2
COc1ccc(/C=N/n2cncn2)cc1Cn1cc([N+](=O)[O-])cn1	-1	5	-2	1.3	1	0	0	-1
COc1cccc2cc(C(=O)C3=C(O)C(=O)N(CCN4CCOCC4)C3c3ccc(Cl)cc3)oc12 (centres undefined)	-7	12	-4	1.7	3	-4	2	-1
O=C(NCCS(=O)(=O)N1CCN(c2ccccc2)CC1)C1CC(=O)N(c2ccccc2)C1 (centres undefined)	-7	15	-5	-0.3	-3	7	-14	0
COc1cccc2sc(N3CCN(C(=O)C4COc5ccccc5O4)CC3)nc12 (centres undefined)	2	-9	2	-1.3	10	21	-6	-1
O=C(COC(=O)/C=C/c1ccccc1)NC1CCS(=O)(=O)C1 (centres undefined)	-8	9	-5	-0.1	-5	0	5	-1
C=CCC1Cc2c(cccc2[N+](=O)[O-])C(CC=C)N1 (centres undefined)	-2	4	-1	2.7	10	4	2	-1
CCOC(=O)C1=C(C)Nc2ccccc2N/C1=N\S(=O)(=O)c1ccc(Cl)cc1	-3	-1	1	4.4	-16	-1	2	-2
C(=N\Nc1nc2ccccc2[nH]1)/c1cccs1	1	0	2	-2.7	-19	8	4	-7
CCCCOC(=O)c1ccc(NC(=O)C2CCCO2)cc1 (centres undefined)	-3	1	-1	0.3	12	-21	-3	-2
N#Cc1ccc(CN2CCN(C(=O)c3cc(C4CC4)nn3-c3ccccc3)CC2)cc1	-2	11	1	-1.1	-5	-19	-7	0
O=C(Nc1ccc2c(c1)OCCO2)c1coc2ccccc2c1=O	-7	11	2	1.6	2	9	4	-2
COc1ccc(NS(=O)(=O)c2cc(NC(=O)CCc3ccccc3)ccc2N2CCOCC2)cc1	·	6	·	-2.3	0	6	5	-6
CCN(CC)C(=O)Cn1nc(C)c2ccccc2c1=O	-9	16	-7	-0.4	-7	-62	-6	5
Nc1ncnc2nc(N3CCN(C(=O)c4ccccc4)CC3)[nH]c12	-4	-10	0	-2.0	-3	-19	5	0
CCOc1ccc(CNC(=O)CCc2cn(C)c3ccccc23)cc1OC	-4	-3	-8	-0.6	2	-7	-3	-1
COc1cc(OC)c2c(-c3ccccc3)cc(C3CCCCC3)nc2c1	·	-10	·	-0.5	13	-6	-4	-3
CC(=O)Nc1ccc(S(=O)(=O)N2CCc3ccccc3C2CC(=O)O)cc1 (centres undefined)	-8	0	-2	-0.7	1	-5	-7	0

One compound at a time, as listed above. Screens in order: A3G deaminase | CCR6 antag | A3A deaminase | MPTP block | EBI2 block | Gli-Sufu block | CXCR6 block | NR3A LBD binder
CCOc1ccc(CNC(=O)CCc2cn(C)c3ccccc23)cc1OC is entered as -4 | -3 | -8 | -0.6 | 2 | -7 | -3 | -1
Cc1cc(NC(=O)COC(=O)C2CC2)ccc1Br is entered as -3 | 9 | -1 | -1.1 | -4 | 40 | 5 | -2
COc1cccc(N2CCN(C(=O)c3cccnc3)CC2)c1 is entered as -3 | -1 | 7 | -0.8 | 3 | 23 | -5 | -1

(cont.)
SMILES	A3G deaminase	CCR6 antag	A3A deaminase	MPTP block	EBI2 block	Gli-Sufu block	CXCR6 block	NR3A LBD binder
Cc1ccc(-n2cnnn2)c2cccnc12	-2	7	-7	0.5	1	-11	4	-1
COc1ccc(OC)c(NC(=O)CC2SC(=Nc3ccccc3)N(CCc3ccccn3)C2=O)c1 (centres undefined)	-7	14	-2	1.8	30	5	5	-2
O=C(C=C1CCN(c2ncc(C(F)(F)F)cc2Cl)CC1)NNC(=O)Nc1ccccc1	-5	-6	-1	9.4	1	1	-8	-10
C/C(N)=C(/C#N)C(=O)CSc1cc(C)c2cc(C)cc(C)c2n1	-7	-2	-1	-3.2	-6	·	-8	-22
CN1C(C(=O)Nc2ncccn2)=C(O)c2ccccc2S1(=O)=O	·	5	·	-0.1	0	0	1	0
CCOCC(=O)Nc1cc(C)on1	-9	8	-3	-0.3	4	-6	4	-1
O=C(CN1CCN(Cc2ccc(Cl)cc2)C1=O)NCCN1CCCC1	0	5	0	-2.1	-1	7	6	-1
CN(CCC1CCOCC1)C(=O)CC1C(=O)NCCN1Cc1cccc(F)c1 (centres undefined)	-8	8	-3	-1.5	5	-6	-4	-5
CCOC(=O)C1(CC2CCCCO2)CCN(Cc2nc3ccccc3[nH]2)CC1 (centres undefined)	-7	12	-3	-0.5	-2	21	-1	0
O=C(COc1ccc(Br)cc1Cl)NC(=O)Nc1ccc2c(c1)OCCO2	2	15	5	-0.2	-4	13	4	0
Cc1ccc2[nH]c(=O)c(COC(=O)c3ccccn3)cc2c1	-4	-13	2	1.1	-12	2	-2	-4
C[C@H](CO)N1C[C@H](C)[C@@H](CN(C)S(=O)(=O)c2ccc(F)cc2)Oc2c(NC(=O)Cc3ccccc3)cccc2C1=O	-4	-12	-2	0.6	-4	-2	3	-1
COC(=O)c1cc2c([nH]c1=O)CCCC2=O	·	-12	·	0.1	-9	-5	5	3
Cc1oc2c(cc(NS(=O)(=O)c3ccc4c5c(cccc35)C(=O)N4)c3ccccc32)c1C(=O)OC(C)C	-8	14	-2	6.1	18	14	12	10
COc1ccc(NC(=O)c2cc(-c3ccccc3)on2)cc1OC	-3	2	-4	1.3	1	-17	5	-1
COc1ccc(OCC(=O)OCC(=O)NCC2CCCCC2)cc1	-6	3	0	-0.8	-16	-2	9	-2
OC(c1ccccc1)c1nc2ccccc2s1 (centres undefined)	-3	-3	0	-0.2	-2	-4	1	1
CCN1C(=O)CC(N2CCOCC2)C1=O (centres undefined)	-6	7	-6	-4.8	2	3	-10	1
CCS(=O)c1scc(-c2ccc(Cl)cc2)c1C#N (centres undefined)	13	14	2	0.4	-7	-4	-10	0
NC(=S)Nc1cnc2ccccc2c1	-6	0	-4	5.1	-9	-83	-8	0
Cc1ccc(-c2n[nH]c(=O)c3ccccc23)c(C)c1	-3	-9	-4	0.4	-12	-16	-12	1
NC(=O)c1ccc(NC(=O)Cc2cccs2)cc1	0	-9	8	0.2	10	3	-4	0
Cc1cc(C)cc(C(=O)NCC(=O)OCC(=O)N2CCCCC2)c1	-7	10	-1	1.0	-1	0	2	-1
COCCn1nnnc1C(c1ccc(OC)cc1)N1CCC(C)CC1 (centres undefined)	3	-6	-1	-0.9	-5	5	-5	-1
CCOC(=O)/C(C(C)=O)=C1\OC(=O)c2ccccc21	-4	-8	-2	-1.9	-8	-3	3	1

Pulled one by one from the list above (2):
SMILES	A3G deaminase	CCR6 antag	A3A deaminase	MPTP block	EBI2 block	Gli-Sufu block	CXCR6 block	NR3A LBD binder
Cc1ccc2[nH]c(=O)c(COC(=O)c3ccccn3)cc2c1	-4	-13	2	1.1	-12	2	-2	-4
O=C(c1ccc(S(=O)(=O)Nc2cccc(C(F)(F)F)c2)cc1)N1CCOCC1	1	-11	1	-1.8	-2	13	-16	4

Of the compounds above, 2 contain bromine.
SMILES	A3G deaminase	CCR6 antag	A3A deaminase	MPTP block	EBI2 block	Gli-Sufu block	CXCR6 block	NR3A LBD binder
Cc1cc(NC(=O)COC(=O)C2CC2)ccc1Br	-3	9	-1	-1.1	-4	40	5	-2
O=C(COc1ccc(Br)cc1Cl)NC(=O)Nc1ccc2c(c1)OCCO2	2	15	5	-0.2	-4	13	4	0

Remaining list, next part.
SMILES	A3G deaminase	CCR6 antag	A3A deaminase	MPTP block	EBI2 block	Gli-Sufu block	CXCR6 block	NR3A LBD binder
O=C(c1ccc(Br)o1)N1CCN(c2ccccc2F)CC1	1	3	1	0.6	-3	1	8	-2
CC(=O)N1CCc2c(sc(NC(=O)Cc3ccc(F)cc3)c2C#N)C1	-8	-6	-9	-0.7	6	6	1	0
Cc1ccc(N(C(=O)c2ccc(S(=O)(=O)N(C)C)cc2)C2C=CS(=O)(=O)C2)cc1 (centres undefined)	-12	6	-1	-0.7	-13	-7	-10	-2
CCn1ncc(C2=NOC(C(=O)N3CCN(c4ccccc4)CC3)C2)c1C (centres undefined)	-1	-7	4	0.4	-12	-2	-2	-2
Cc1ccc(CNC(=O)CCC(=O)N2CC(C)Oc3ccccc32)cc1 (centres undefined)	-4	18	-4	-1.0	-2	-7	4	1
COc1cc(/C=C/CNC[C@H]2O[C@@H](n3cnc(C(N)=O)n3)[C@H](O)[C@@H]2O)ccc1O	·	6	·	-0.7	-6	-1	-4	-2
Cc1ccc(S(=O)(=O)NCc2ccco2)cc1C	-6	10	-1	0.2	-2	0	-7	-1
CCOc1ccc(NC(=O)C(C)O)c(NS(=O)(=O)c2ccc(CCNC(C)=O)cc2)c1 (centres undefined)	1	-1	1	-0.3	6	-4	3	2
Cc1cc(C)cc(S(=O)(=O)Cc2noc(C(=O)NCc3ccccc3)c2C(=O)NCc2ccccc2)c1	-7	4	-3	1.4	10	1	0	-3
Cc1ccc(S(=O)(=O)CC(CN2CCOCC2)N2CCOCC2)cc1 (centres undefined)	-3	7	0	0.1	2	-2	5	-2
Nc1nc(-c2ccco2)c(-c2ccco2)s1	23	-8	19	-1.6	-7	-17	-7	-1
Cc1ccc(NC(=O)N2CCC(NC(=O)c3ccccc3C)CC2)cc1	1	0	-1	-0.6	5	10	-5	2
Cc1nc(-c2ccccc2OC(F)(F)F)[nH]c(=O)c1Cl	12	3	6	-0.9	-6	2	0	1
CCOCc1nnc(NC(=O)CCC2CCCCC2)s1	-1	14	-2	-0.2	11	-2	6	0
CC1CCN(C(C(=O)Nc2ccc(C(C)C)cc2)c2ccc3c(c2)OCO3)CC1 (centres undefined)	-5	22	-4	3.5	4	-4	8	-1
CCc1ccccc1N(C)S(=O)(=O)c1cc(-c2cc(C)no2)ccc1OC	-6	23	-5	0.4	12	5	2	-11
Cc1ccccc1Cn1cc(NC(=O)c2noc(C(C)C)c2[N+](=O)[O-])cn1	-7	-5	-5	0.7	2	6	6	2
CCc1ccc(-n2nnnc2SCC(=O)Nc2ccc(NC(C)=O)cc2)cc1	27	1	-3	0.1	-7	0	-3	-3
CCc1ccccc1S(=O)(=O)Cc1ccc(C(=O)NC(C)C)o1	-7	-6	-1	-1.7	-11	12	-6	-2
